# High-throughput results (PubChem BioAssay)
# ROS inducer: inducers of reactive oxygen species in cancer cells | U2OS ROS induction, H2DCF-DA fluorescence | ROS induction (% of piperlongumine), % at 10 µM | hit rate 2% among 46,000 | AID 624156; in the data active = ROS induction above about 79%, passing the limit was not always enough;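 note: 0% = DMSO vehicle median and 100% = reference compound median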
# Starred values were filed as active, the others as inactive.
SMILES,ROS inducer
C[C@H]1CN([C@@H](C)CO)C(=O)c2cccc(NC(=O)C3CCOCC3)c2O[C@@H]1CN(C)S(=O)(=O)c1cccs1,0
CC(C)NC(=O)Nc1ccc2c(c1)C(=O)N([C@H](C)CO)C[C@H](C)[C@@H](CN(C)S(=O)(=O)c1cn(C)cn1)OCCCC[C@@H](C)O2,-13
O=C(NCCCn1ccnc1)C1CC(c2cccc(Br)c2)=NO1 (centres undefined),-9
C[C@@H]1CN([C@@H](C)CO)C(=O)CCCn2nncc2CO[C@@H]1CN(C)Cc1cccc(C(F)(F)F)c1,-2
COc1ccccc1NC(=S)N(Cc1ccccc1)Cc1cccn1Cc1ccc(F)cc1Cl,42
C[C@@H]1CN([C@@H](C)CO)C(=O)c2cccc(NC(=O)c3ccncc3)c2O[C@@H]1CN(C)S(=O)(=O)c1cn(C)cn1,-3
C[C@@H]1CN([C@H](C)CO)C(=O)CCCn2nncc2CO[C@H]1CN(C)Cc1ccccc1C(F)(F)F,-2
Cc1noc(C)c1NC(=O)Nc1ccc2c(c1)CC(=O)N([C@H](C)CO)C[C@@H](C)[C@@H](CN(C)Cc1ccc(C(=O)O)cc1)O2,-3
C[C@H]1CN([C@@H](C)CO)C(=O)c2cccc(NS(=O)(=O)c3ccc(F)cc3)c2O[C@H]1CN(C)CC1CC1,-3
COc1ccc(N(C(=O)c2cccnc2)S(=O)(=O)c2ccc3c(c2)n(C)c(=O)n3C)cc1,15
C[C@@H]1CN([C@H](C)CO)C(=O)c2cc(NS(=O)(=O)c3ccc(Cl)cc3)ccc2O[C@@H]1CN(C)S(=O)(=O)c1ccccc1,-11
O=C(O)C1CC=CCC1C(=O)Nc1ccccc1 (centres undefined),-4
COc1ccc(CN(C)C[C@@H]2Oc3ccc(NC(=O)Cn4cnnn4)cc3C(=O)N([C@H](C)CO)C[C@H]2C)cc1,-5
C=CCn1c(SCc2ccc(Cl)cc2)nc2cc(C(=O)NCc3ccco3)ccc2c1=O,32
C[C@H]1CN([C@@H](C)CO)C(=O)Cc2cc(NC(=O)Nc3ccc(F)cc3)ccc2O[C@H]1CN(C)C,10
C[C@H]1CN([C@@H](C)CO)C(=O)Cc2cc(NC(=O)Cc3ccccc3)ccc2O[C@H]1CN(C)S(=O)(=O)c1ccc(Cl)cc1,8
C[C@@H]1CN([C@@H](C)CO)C(=O)c2cc(NC(=O)Cn3cnnn3)ccc2O[C@H]1CN(C)Cc1ccc2c(c1)OCO2,-18
COc1ccc(CN(C)C[C@@H]2OCCCC[C@@H](C)Oc3ccc(NS(=O)(=O)c4c(C)noc4C)cc3C(=O)N([C@H](C)CO)C[C@@H]2C)cc1,11
Cc1noc(C)c1S(=O)(=O)N(C)C[C@@H]1Oc2ccc(NC(=O)Cc3cn(C)c4ccccc34)cc2CC(=O)N([C@@H](C)CO)C[C@@H]1C,16
C[C@H](CO)N1C[C@H](C)[C@@H](CN(C)Cc2ccc(C(F)(F)F)cc2)Oc2c(NC(=O)Nc3ccc4c(c3)OCO4)cccc2C1=O,92*
Cc1nc(SCC(=O)c2cccs2)c2c3c(sc2n1)CCCC3,31
Cc1noc(C)c1NC(=O)N(C)C[C@H]1Oc2c(NC(=O)C3CCCCC3)cccc2C(=O)N([C@@H](C)CO)C[C@@H]1C,-3
C[C@H](CO)N1C[C@H](C)[C@H](CN(C)C(=O)Nc2ccccc2)Oc2ccc(NC(=O)c3ccncc3)cc2CC1=O,2
C[C@@H]1CN([C@@H](C)CO)C(=O)c2cc(NC(=O)c3ccncc3)ccc2O[C@H]1CN(C)S(=O)(=O)c1ccccc1,-2
C[C@H]1CN([C@@H](C)CO)C(=O)c2cc(NC(=O)CCN3CCOCC3)ccc2O[C@@H]1CN(C)Cc1ccc(Oc2ccccc2)cc1,-4
Nc1nn(S(=O)(=O)c2cccc3nsnc23)cc1-c1ccc(Br)cc1,5
Cc1ccc(NC(=O)C(Cc2ccccc2)N2C(=O)C3C4CCC(C4)C3C2=O)cc1[N+](=O)[O-] (centres undefined),-8
COc1ccc(C(=O)c2ccccc2)c(Oc2nc([N+](=O)[O-])nn2C)c1,9
Cc1ccc(S(=O)(=O)N(C)C[C@H]2Oc3c(NC(=O)C4CCCCC4)cccc3C(=O)N([C@H](C)CO)C[C@@H]2C)cc1,12
C=C(C)[C@@]12O[C@@H]1[C@@]1(C)C(=CC2=O)CC[C@@H](O)[C@@H]1C,-16

# Retrieved one by one from the list above, 3 records:
SMILES,ROS inducer
COc1ccccc1NC(=S)N(Cc1ccccc1)Cc1cccn1Cc1ccc(F)cc1Cl,42
Cc1noc(C)c1NC(=O)N(C)C[C@H]1Oc2c(NC(=O)C3CCCCC3)cccc2C(=O)N([C@@H](C)CO)C[C@@H]1C,-3
C[C@@H]1CN([C@@H](C)CO)C(=O)c2cc(NC(=O)Cn3cnnn3)ccc2O[C@H]1CN(C)Cc1ccc2c(c1)OCO2,-18

# Grouped by structure, those above with bromine
SMILES,ROS inducer
O=C(NCCCn1ccnc1)C1CC(c2cccc(Br)c2)=NO1 (centres undefined),-9
Nc1nn(S(=O)(=O)c2cccc3nsnc23)cc1-c1ccc(Br)cc1,5

# (more compounds)
SMILES,ROS inducer
C[C@H](CO)N1C[C@H](C)[C@H](CN(C)C(=O)Nc2cccc(F)c2)OCc2cn(nn2)CCCC1=O,-1
C[C@H](CO)N1C[C@H](C)[C@H](CN(C)Cc2ccccc2)Oc2ccc(NC(=O)c3ccncc3)cc2C1=O,19
C[C@H]1CN([C@@H](C)CO)C(=O)c2cccc(NC(=O)CCCCCC(=O)Nc3ccccc3N)c2O[C@H]1CN(C)S(=O)(=O)c1ccc(Cl)cc1,18
COc1ccc(CN(C)C[C@@H]2Oc3ccc(NS(=O)(=O)c4cccs4)cc3C(=O)N([C@H](C)CO)C[C@H]2C)cc1,2
C[C@H]1CN([C@@H](C)CO)C(=O)c2cc(NC(=O)Nc3cccc4ccccc34)ccc2O[C@H]1CN(C)C(=O)Nc1ccccc1,-4
CC(C)NC(=O)Cn1nc(Cc2ccncc2)c2ccccc2c1=O,7
CC(C)NC(=O)N(C)C[C@H]1Oc2c(NC(=O)c3ccncc3)cccc2C(=O)N([C@@H](C)CO)C[C@H]1C,2
CC1CCC(C(C)C)C(NC(=S)Nc2cccc(F)c2)C1 (centres undefined),6
CCCc1cc(NCCc2ccccc2)n2c(nc3ccccc32)c1C#N,92*
COc1cc(C(=O)N=C2C(C)=CC(=O)C=C2C)cc(OC)c1OC,29
C[C@H]1CN([C@@H](C)CO)C(=O)c2cc(NC(=O)Nc3ccccc3)ccc2O[C@@H]1CN(C)S(=O)(=O)c1ccc(F)cc1,2
C[C@H](CO)N1C[C@H](C)[C@H](CN(C)C(=O)Nc2ccccc2)Oc2ccc(NC(=O)CCCN(C)C)cc2C1=O,-20
C[C@H]1CN([C@@H](C)CO)C(=O)c2cc(NC(=O)CCC(F)(F)F)ccc2O[C@@H]1CN(C)Cc1ccc(Cl)c(Cl)c1,-1
C[C@@H]1CN([C@@H](C)CO)C(=O)c2cc(NC(=O)CCN3CCOCC3)ccc2O[C@@H]1CN(C)CC1CC1,-13
CCOC(=O)C1=C(COCCN)NC(C)=C(C(=O)OC)C1c1ccccc1Cl (centres undefined),20
C[C@@H]1CN([C@H](C)CO)C(=O)Cc2cc(NC(=O)Nc3ccccc3)ccc2O[C@@H]1CN(C)Cc1ccc(-c2ccccc2)cc1,4
Cc1ccc2c(cnn2C(=O)CCCC(=O)O)c1,9
Cc1noc(C)c1S(=O)(=O)Nc1cccc2c1O[C@@H](CN(C)Cc1ccncc1)[C@@H](C)CN([C@@H](C)CO)C2=O,-3
C[C@@H]1CN([C@H](C)CO)C(=O)c2cc(NS(=O)(=O)c3ccc(F)cc3)ccc2O[C@@H]1CN(C)Cc1ccc(C(F)(F)F)cc1,-3
Cc1noc(C)c1NC(=O)Nc1ccc2c(c1)C(=O)N([C@H](C)CO)C[C@H](C)[C@H](CN(C)S(=O)(=O)c1cccs1)O2,-2
C[C@H]1CN([C@@H](C)CO)C(=O)c2cc(NC(=O)C3CC3)ccc2O[C@H]1CN(C)S(=O)(=O)c1cccs1,23
C[C@H](CO)N1C[C@H](C)[C@H](CN(C)C(=O)NC2CCCCC2)Oc2ccc(NC(=O)Nc3ccc4c(c3)OCO4)cc2CC1=O,15
CC(C)(C)c1ccc(OCc2ncc(S(=O)(=O)c3ccccc3)c(N)n2)cc1,-4
CCN(Cc1ccccc1)C(=O)C(C)Oc1ccccc1 (centres undefined),1
Cc1cc(C2(O)CSc3nc4cc(C(F)(F)F)ccc4n32)ccc1Cl (centres undefined),0
C[C@H]1CN([C@@H](C)CO)C(=O)c2cc(NS(=O)(=O)c3ccccc3)ccc2O[C@@H]1CN(C)Cc1ccc2c(c1)OCO2,54
Cc1noc(C)c1S(=O)(=O)Nc1ccc2c(c1)C(=O)N([C@H](C)CO)C[C@H](C)[C@@H](CN(C)C(=O)NC(C)C)OCCCC[C@@H](C)O2,2
C[C@@H]1CN([C@H](C)CO)C(=O)c2cccc(NS(=O)(=O)c3cccs3)c2O[C@@H]1CN(C)Cc1ccccc1,19
CCc1ccc2nc(N3CCC(C(=O)NCC4COc5ccccc5O4)CC3)sc2c1 (centres undefined),-17
C[C@@H]1CN([C@@H](C)CO)C(=O)c2cccc(NC(=O)c3nc4ccccc4s3)c2O[C@@H]1CN(C)S(=O)(=O)c1cn(C)cn1,-5

# The listing continues:
SMILES,ROS inducer
Cc1ccc(-n2c(SCC(N)=O)nnc2-c2ccco2)cc1,5
COc1ccc(NC(=O)Nc2cccc3c2O[C@@H](CN(C)C(=O)Nc2ccc(F)cc2)[C@H](C)CN([C@H](C)CO)C3=O)cc1,3
Cc1ccc(S(=O)(=O)N(C)C[C@H]2Oc3c(cccc3N(C)C)C(=O)N([C@H](C)CO)C[C@H]2C)cc1,-13
Cn1c(S(=O)(=O)CC(N)=O)nc2ccccc21,-6
Cc1noc(C)c1NC(=O)Nc1cccc2c1O[C@@H](CN(C)C(=O)NC1CCCCC1)[C@H](C)CN([C@@H](C)CO)C2=O,-11
CS(=O)(=O)/C(C#N)=C/Nc1cnccn1,6
COc1ccc(NC(=O)Nc2ccc3c(c2)CC(=O)N([C@@H](C)CO)C[C@H](C)[C@@H](CN(C)Cc2ccc4c(c2)OCO4)O3)cc1,27
CCNC(=O)N1c2ccc(CC)cc2C(C)=CC1(C)C,-12
CNC[C@@H]1Oc2c(NS(=O)(=O)c3cn(C)cn3)cccc2C(=O)N([C@H](C)CO)C[C@@H]1C,-1
C[C@@H]1CCCCO[C@@H](CN(C)Cc2ccc(C(=O)O)cc2)[C@@H](C)CN([C@H](C)CO)C(=O)c2cc(NC(=O)CCCN(C)C)ccc2O1,-8
C[C@H]1CN([C@@H](C)CO)C(=O)c2cc(NC(=O)Nc3ccc(C(F)(F)F)cc3)ccc2O[C@@H]1CN(C)S(=O)(=O)c1ccccc1,3
CCC(NS(=O)(=O)c1cc(C)ccc1OC)C12CC3CC(CC(C3)C1)C2 (centres undefined),-2
O=C1CC(O)[C@H]2[C@@H]3N1c1ccccc1[C@@]31CCN3C/C(=C/CO)[C@@H]2C[C@H]31 (some centres undefined),-5
CCc1ccccc1NC(=O)CC1CS(=O)(=O)CC1CC(=O)Nc1ccccc1CC (centres undefined),-8
CC(C)c1ccc(OCC(=O)Nc2ccccc2C#N)c(Br)c1,-10
CS(=O)(=O)N(CC(=O)Nc1cccc(Br)c1)c1cccc(Cl)c1,1
COc1ccc(NC(=O)N(C)C[C@H]2Oc3c(NS(=O)(=O)c4ccc(Cl)cc4)cccc3C(=O)N([C@@H](C)CO)C[C@@H]2C)cc1,-4
C[C@@H]1CN([C@H](C)CO)C(=O)Cc2cc(NC(=O)CCC(F)(F)F)ccc2O[C@H]1CN(C)C(=O)Nc1ccccc1,-5
CCn1c(SCC(=O)Nc2cccc(C(F)(F)F)c2)nnc1-c1ccco1,5
C[C@H](CO)N1C[C@H](C)[C@H](CN(C)Cc2ccc(-c3ccccc3)cc2)Oc2ccc(NC(=O)CCC(F)(F)F)cc2C1=O,9
NC(=O)c1cc([N+](=O)[O-])ccc1NCc1cccnc1,-10
CNC[C@H]1Oc2ccc(NS(C)(=O)=O)cc2CC(=O)N([C@@H](C)CO)C[C@H]1C,-9
Cc1ccc(S(=O)(=O)Nc2cccc3c2O[C@@H](CN(C)C(=O)Nc2cccc4ccccc24)[C@@H](C)CN([C@@H](C)CO)C3=O)cc1,-7
Cc1c(NC(=O)COc2ccccc2Cl)cccc1C(=O)O,-3
C[C@@H]1CN([C@H](C)CO)C(=O)c2cc(NC(=O)CCCCCC(=O)Nc3ccccc3N)ccc2O[C@@H]1CN(C)S(=O)(=O)c1cccs1,-10
CC1C(=O)ON(c2ccccc2)C(=O)N1C (centres undefined),-7
Cc1ccc(NC(=O)Cn2nc(-c3cccc([N+](=O)[O-])c3)c3ccccc3c2=O)c(C)c1,-9
C[C@H](CO)N1C[C@H](C)[C@@H](CN(C)C)Oc2c(NS(=O)(=O)c3ccccc3)cccc2C1=O,-8
COc1ccc(NC(=O)CSc2n[nH]c(-c3ccco3)n2)cc1,6

# Grouped by structure: those above with a furan ring, fused or not
SMILES,ROS inducer
C=CCn1c(SCc2ccc(Cl)cc2)nc2cc(C(=O)NCc3ccco3)ccc2c1=O,32
Cc1ccc(-n2c(SCC(N)=O)nnc2-c2ccco2)cc1,5
CCn1c(SCC(=O)Nc2cccc(C(F)(F)F)c2)nnc1-c1ccco1,5
COc1ccc(NC(=O)CSc2n[nH]c(-c3ccco3)n2)cc1,6

# This is a subset; rates above refer to the full screens.
